# HUVEC inhibit: blocks proliferation of human endothelial cells; HUVEC proliferation, CellTiter-Glo luminescence, 72 h; active compounds read low; viability, % at 10 µM (by protocol); 86,000 compounds, 1.1% hits; AID 648;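 active means viability at or below 30%; inactive means viability above 30%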;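 further: 100% = median luminescence of DMSO-only cell control wells on each plate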
# ERa coact inh: ER-alpha (human) coactivator binding inhibition. P03372. TR-FRET ER-alpha LBD / SRC-1 peptide, estradiol-bound. inhibition, % at 25.6 µM. 86,000 compounds, 1.7% hits; in the data active means inhibition above about 50%;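 further: 0% = receptor plus peptide control and 100% = peptide only without receptor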
# Lung fibro prol: blocks proliferation of human lung fibroblasts | viability, % at 10 µM | LL 47 human lung fibroblast viability, ATP luminescence; active compounds read low | 85,000 compounds, 1.1% hits;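 active means viability at or below 50% in the single dose screen; inactive means viability above 50%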;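 further: compound exposure lasted 72 h before the ATP readout; 100% = median luminescence of untreated cell-only wells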
#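 material = human LL 47 lung fibroblast cells | dosing = compounds added from tenfold dosing solution, 0.1% DMSO final | timing = overnight cell rest, 72 h compound treatment at 37 °C | measured by = CellTiter-Glo luminescence measuring cellular ATP | evaluation = % viability versus median cells-only luminescence | control set = cell-only wells, no compound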
# CD11b adhes inh: blocks human CD11b/CD18 adhesion to fibrinogen | K562 CD11b/CD18 adhesion to fibrinogen, ATPlite luminescence; Mn2+ added to activate the integrin | 93,000 compounds, 0.54% hits | inhibition, % at 10 µM | P05107+P11215;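 active means primary inhibition of 50% or more at 10 µM, then 40% or more on retest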; further: some results filed as inactive read as strong as hits
# CYP2C19 inh: blocks human cytochrome P450 2C19; CYP2C19 Supersomes, luciferin-H EGE luminescence, 30 min; inhibition, % at 5 µM; P33261; AID 778; 96,000 compounds, 21% hits;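 active means CYP2C19 inhibition above a set limit at 5 µM in the primary screen, cut at about 50% in these data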;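 further: plate controls were negative control wells for no effect and 2.5 mM tranylcypromine positive control for full effect; values of inactives mirror those of a sister screen read the other way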
# Target sequence (P33261 whole entry, looked up): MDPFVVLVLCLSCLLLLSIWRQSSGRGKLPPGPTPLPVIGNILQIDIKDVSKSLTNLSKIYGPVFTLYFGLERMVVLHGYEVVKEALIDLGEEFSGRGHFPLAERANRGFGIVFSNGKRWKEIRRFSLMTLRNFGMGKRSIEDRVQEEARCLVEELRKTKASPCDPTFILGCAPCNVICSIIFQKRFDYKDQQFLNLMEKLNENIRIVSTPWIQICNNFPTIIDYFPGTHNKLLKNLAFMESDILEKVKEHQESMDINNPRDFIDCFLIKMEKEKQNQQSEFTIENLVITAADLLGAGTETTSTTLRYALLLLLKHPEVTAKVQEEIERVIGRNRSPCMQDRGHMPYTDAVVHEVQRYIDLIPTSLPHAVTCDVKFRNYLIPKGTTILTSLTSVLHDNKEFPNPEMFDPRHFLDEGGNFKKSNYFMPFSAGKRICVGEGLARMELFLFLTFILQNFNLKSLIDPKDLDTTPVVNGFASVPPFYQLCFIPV
# CD11b adhes enh: increases human CD11b/CD18 adhesion to fibrinogen | P05107+P11215 | K562 CD11b/CD18 adhesion to fibrinogen, ATPlite luminescence | activation, % at 10 µM | 93,000 compounds, 0.07% hits | AID 1499;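 active means 10 µM primary screen giving 50% or more activity, confirmed by 40% or more on retest at that dose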; further: strong numbers were not always called active
# H69AR inhibit: growth inhibitors of human H69AR lung tumor cells; AID 598; H69AR lung tumor viability, ATP luminescence, 72 h; active compounds read low; 85,000 compounds, 6% hits; viability, % at 10 µM;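 active means viability at or below 40%; inactive means viability above 40%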;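 further: multidrug resistant small cell line overexpressing MRP-1 efflux transporter; 100% = mean luminescence of untreated control wells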
# CYP2C19 act: cytochrome P450 2C19 (human) activation | P33261 | recombinant CYP2C19, luciferin-H EGE luminescence; active compounds read high; 0 = fully inhibited enzyme, 1 = untreated enzyme | activation factor at 5 µM | 96,000 tested, under 10 active;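 active means activation factor of at least 2 at 5 µM in the primary screen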;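 further: 0 = wells with 2.5 mM tranylcypromine and 1 = vehicle-only wells; values of inactives mirror those of a sister screen read the other way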
# ERa coact pot: ER-alpha (human) coactivator binding potentiation; 86,000 compounds, 1.3% hits; AID 639; TR-FRET ERalpha-LBD/SRC-Cy5 coactivator binding, 2 h; 100 = basal binding, no effect; coactivator binding (% of control), % at 25.6 µM; in the data active means activity above about 200%;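 further: binding measured in presence of low estradiol as agonist stimulus; 0% = peptide alone without receptor and 100% = receptor with peptide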
# Numbers without * were called inactive; x = not tested or not shown; [ ] = dose if it differs, or a comment. An unsorted share of the library. About 26% of those tested had a hit in this group.
SMILES,HUVEC inhibit,ERa coact inh,Lung fibro prol,CD11b adhes inh,CYP2C19 inh,CD11b adhes enh,H69AR inhibit,CYP2C19 act,ERa coact pot
CCC(=O)Nc1nc(C)cc(SCC(=O)OC)n1,95,-2,102,-1,19,-2,96,0.8,124
CCCCC(=O)Nc1ccc(C(=O)NCc2ccncc2)cc1,95,-15,100,-10,63*,3,89,0.4,109[fluorescence artefact?]
CCOC(=O)N1CCN(C(=O)c2nn(-c3ccc(C)cc3)c(=O)c3c2c2ccccc2n3C)CC1,72,59*[fluorescence artefact?],20*,1,-3,9,88,1,136[fluorescence artefact?]
CCCS(=O)(=O)N1CCCC(C(=O)NCCN2CCCCC2C)C1 (stereo not drawn),81,-7,93,-19,-13,0,96,1.1,98[fluorescence artefact?]
CC1CC(NC(=O)c2cnc3n(c2=O)CCS3)CC(C)(C)C1 (stereo not drawn),88,-6,95,x,x,x,87,x,134
COc1ccc(OCCSc2n[nH]c(N)n2)cc1,x,x,x,0,45,0,x,0.5,x
NS(=O)(=O)c1cccnc1Nc1cccc(C(F)(F)F)c1,x,x,x,0,34,-4,x,0.7,x
CCOC(=O)CC(=O)CSC1=C(C#N)C(c2ccccc2OC)CC(=O)N1 (stereo not drawn),103,6[fluorescence artefact?],102,-9,62*,0,96,0.4,110
CC(=O)c1cccc(N=C2C(=O)Nc3ccccc32)c1,100,0,98,-4,1,3,x,1,109
O=C(Nc1nc2cc3c(cc2s1)OCO3)C1=COCCO1,50,6,80,x,x,x,26*,x,93
Cn1c(C(=O)N2CCCC(C(=O)NCCCc3ccccc3)C2)cc2sccc21 (stereo not drawn),87,-25,91,6,33,-2,43,0.7,111
CC(C)(Oc1ccc(Cl)cc1)C(=O)Nc1ncccn1,96,-14,109,20,41,-5,97,0.6,108
O=C(Nc1ccc(N2CCOCC2)nc1)c1ccc(F)cc1,x,x,x,6,-13,-7,x,1.1,x
CCC(=O)Nc1nc2cc(OC)ccc2s1,100,5[fluorescence artefact?],101,-10,5,1,83,1,107
CC(=O)NC(CCS(C)(=O)=O)C(=O)Nc1cccc(C)c1C (stereo not drawn),97,-1,100,-2,-3,1,88,1,92[fluorescence artefact?]
C(=N\n1cnnc1)/c1ccc2ncccc2c1,91,-8,107,-6,57*,-5,90,0.4,97
O=C(Nc1ccc2c(c1)OCO2)c1c(Cl)nc2sccn12,91,-2,82,-4,32,0,70,0.7,114
Cc1ccc(Cl)cc1NC1=C/C(=N\S(=O)(=O)c2cccs2)c2ccccc2C1=O,x,x,x,61,66*,0,x,0.3,x
COc1ccc(CCNC(=O)CCn2c(=O)oc3ccccc32)cc1OC,101,2,94,-58,1,0,90,1,126
Cc1cccc(C)c1NC(=O)CS(=O)CC(=O)NC1CCCc2ccccc21 (stereo not drawn),99,4,93,x,x,x,80,x,112
Cc1cnc(C(=O)Nc2cccc3cccnc23)cn1,5.1*,8,43*,-11,-17,-4,3.6*,1.2,112
O=C(NC1=NCCS1)NC12CC3CC(CC(C3)C1)C2,94,-3[fluorescence artefact?],99,-6,19,-5,87,0.8,108
CCOc1ccc(C(=O)NCC(C)CN(C)C)cc1OCC (stereo not drawn),102,-11,98,-20,0,-1,99,1,114
O=S(=O)(c1ccc(Sc2nnc3ccccn23)nc1)N1CCOCC1,104,6,102,-3,13,-4,92,0.9,114
O=C(CSc1nc2[nH]ncc2c(=O)n1-c1ccccc1)N1CCCc2ccccc21,95,-2,79,x,x,x,84,x,104
CCCC1=C(C(=O)OCC)C(c2ccncc2)n2ncnc2N1 (stereo not drawn),106,-2,98,-48,78*,-4,79,0.2,109
CC(NC(=O)Cn1cc2c(n1)CCCCC2)c1ccccc1 (stereo not drawn),103,-3,100,-3,-1,-1,96,1,110[fluorescence artefact?]
CCOc1ccccc1C(=O)NCCCCCC(=O)O,x,x,x,-8,14,0,x,0.9,x
CCCCCOc1ccc(NC(=O)C(=O)NCCCn2ccnc2)cc1,x,x,x,12,89*,-2,x,0.1,x
COc1ccc(-c2cc(C(=O)NC3CCCC3)no2)cc1OC,x,x,x,-16,-4,-1,x,1,x
O=C(O)c1c(-c2ccccc2)c2oc3ccccc3c2[nH]c1=O,x,x,x,9,-13,-4,x,1.1,x
COc1cc2c(C(=O)N3CCN(c4cccc(Cl)c4)CC3)cn(CC(C)C)c(=O)c2cc1OC,x,8[fluorescence artefact?],x,-20,25,-2,x,0.7,124
Cc1ccc(S(=O)(=O)N2CCN(c3cc4c(cc3[N+](=O)[O-])n(C)c(=O)n4C)CC2)cc1,x,x,x,-25,76*,-3,x,0.2,x
CCc1ccccc1NC(=O)CN1C(=O)C2CCCN2c2ncc(Cl)cc21 (stereo not drawn),x,x,x,-28,55*,-3,x,0.4,x
CCOc1ccccc1OCCOc1ccc(F)cc1,x,x,x,-10,57*,4,x,0.4,x
CCc1cc2c(=O)c(-c3nc4ccccc4n3C)coc2c(CN2CCN(C)CC2)c1O,90,-14,97,-44,-5,-5,91,1.1,102
Fc1ccc2[nH]c3c(NCCN4CCOCC4)ncnc3c2c1,96,6,91,10,-7,3,62,1.1,83
Cc1cc(NCCN2CCOCC2)n2c(nc3ccccc32)c1C#N,93,9,101,-8,22,3,61,0.8,101
CCc1nnc(NC(=O)c2c(O)c3c([nH]c2=O)CCCC3)s1,101,9[fluorescence artefact?],106,x,x,x,80,x,100[fluorescence artefact?]
O=C(O)C1CCN(S(=O)(=O)c2ccc(Oc3ccccc3)cc2)CC1,92,9,86,-43,2,6,103,1,116

# Retrieved by compound from above:
SMILES,HUVEC inhibit,ERa coact inh,Lung fibro prol,CD11b adhes inh,CYP2C19 inh,CD11b adhes enh,H69AR inhibit,CYP2C19 act,ERa coact pot
CCCCCOc1ccc(NC(=O)C(=O)NCCCn2ccnc2)cc1,x,x,x,12,89*,-2,x,0.1,x
CCc1cc2c(=O)c(-c3nc4ccccc4n3C)coc2c(CN2CCN(C)CC2)c1O,90,-14,97,-44,-5,-5,91,1.1,102
COc1ccc(-c2cc(C(=O)NC3CCCC3)no2)cc1OC,x,x,x,-16,-4,-1,x,1,x
CCc1ccccc1NC(=O)CN1C(=O)C2CCCN2c2ncc(Cl)cc21 (stereo not drawn),x,x,x,-28,55*,-3,x,0.4,x
CC(NC(=O)Cn1cc2c(n1)CCCCC2)c1ccccc1 (stereo not drawn),103,-3,100,-3,-1,-1,96,1,110[fluorescence artefact?]
CCOc1ccc(C(=O)NCC(C)CN(C)C)cc1OCC (stereo not drawn),102,-11,98,-20,0,-1,99,1,114

# Some of these compounds in order of the CYP2C19 act value, largest number first.
mol	ERa coact inh	CD11b adhes inh	CYP2C19 inh	CD11b adhes enh	CYP2C19 act	ERa coact pot
CCOc1ccccc1C(=O)NCCCCCC(=O)O	x	-8	14	0	0.9	x
COc1cc2c(C(=O)N3CCN(c4cccc(Cl)c4)CC3)cn(CC(C)C)c(=O)c2cc1OC	8[fluorescence artefact?]	-20	25	-2	0.7	124
CCc1ccccc1NC(=O)CN1C(=O)C2CCCN2c2ncc(Cl)cc21 (stereo not drawn)	x	-28	55*	-3	0.4	x

# Carrying on.
SMILES,HUVEC inhibit,ERa coact inh,Lung fibro prol,CD11b adhes inh,CYP2C19 inh,CD11b adhes enh,H69AR inhibit,CYP2C19 act,ERa coact pot
O=C1CC(C(=O)N(c2cccc(F)c2)C(C(=O)NC2CCCC2)c2ccccn2)CS1 (stereo not drawn),103,4,103,8,6,-3,101,0.9,106
CCOc1cc(C(=O)N(C)Cc2cc3cc(OC)ccc3[nH]c2=O)cc(OCC)c1OCC,107,-6[fluorescence artefact?],104,-18,18,0,87,0.8,115
CCS(=O)(=O)N1CCCC(C(=O)NCc2cccnc2)C1 (stereo not drawn),87,-6,91,x,34,x,101,0.7,106
CCOc1ccc(CN2CCN(C(=O)c3ccccc3)CC2)cc1,103,5,98,11,-10,-6,80,1.1,100
Cc1ccc(C(C(=O)NC2CCCC2)N2CCCCC2)cc1 (stereo not drawn),90,-5,88,-9,-14,2,87,1.1,116
CCCC1C(c2ccc(OC)cc2)C(C#N)(C#N)C2(C#N)CC1(N)NC2=O (stereo not drawn),92,0,93,-2,-6,2,88,1.1,115
CCOC(=O)Cc1csc(NC(=O)c2cccc(OC)c2)n1,90,-1,96,-10,27,-2,88,0.7,91
COc1cccc(OC)c1Oc1ccc(C(F)(F)F)cn1,101,-2,100,6,66*,-1,95,0.3,111
CCn1ncc([N+](=O)[O-])c1C(=O)N1CCCC1,x,x,x,1,-22,-4,x,1.2,x
COC(=O)c1scc(C)c1NC(=O)C1CCCCC1,102,-9,94,-10,1,-4,93,1,113
Cc1ccc(S(=O)(=O)N2CCN(C(=O)CSc3nc4ccccc4o3)C2)cc1,106,8,100,10,88*,0,82,0.1,86
CCOCCOC(=O)C1=C(C)N(C)C(=O)NC1c1ccccc1F (stereo not drawn),101,-6,94,-4,48,0,95,0.5,105
C=CCn1c(COc2ccc(CC)cc2)nnc1SC/C(O)=C(\C#N)c1nc2ccccc2[nH]1,74,30[fluorescence artefact?],96,-37,12,75,52,0.9,100[fluorescence artefact?]
CCc1c(C)nc(SCC(=O)Nc2ccc(Br)cc2)[nH]c1=O,81,-2,94,-17,-3,2,91,1,100
Cc1cc(C)nc(SC(C)C(=O)Nc2ccc(S(N)(=O)=O)cc2)n1 (stereo not drawn),99,6,107,-26,-6,2,94,1.1,136
O=C1OC(c2ccccc2)=C/C1=C/N1CCCCC1,94,-7[fluorescence artefact?],102,6,37,-1,89,0.6,130[fluorescence artefact?]
Cc1cc(=O)oc2cc(OCC(=O)NCc3cccnc3)ccc12,105,7,99,-7,6,-3,96,0.9,114
CCOc1cc(/C=C\c2[nH]c(=O)[nH]c(=O)c2[N+](=O)[O-])ccc1OC(C)CC (stereo not drawn),15*,-3,92,0,6,-1,98,0.9,102
Cc1cc(N=CC2=C(O)CC(C)(C)CC2=O)no1,98,-8,100,-3,6,-1,101,0.9,141
Cc1ccc2sc(-c3ccc(NC(=O)c4cc(-n5cnnc5)ccc4Cl)cc3)nc2c1,x,x,x,21,29,68,x,0.7,x
C=CCn1c(CSCc2ccc(Cl)cc2)nnc1SCC(=O)NCc1ccccc1,x,x,x,12,87*,-5,x,0.1,x
Cc1cc(Nc2cccc(F)c2)n2ncnc2n1,99,4,99,x,x,x,87,x,96
CC1CCN(CCCNC(=O)c2ccc(CS(=O)(=O)Cc3ccccc3F)o2)CC1,91,-1,110,x,x,x,76,x,125
COc1ccccc1C1(CC(=O)O)CCOC(C(C)C)C1 (stereo not drawn),97,11[fluorescence artefact?],107,-4,1,0,96,1,112
